# IDE cell activ: IDE (human) activation, cell-based; HEK cells, FAbeta-B cleavage, fluorescence polarization; 0% vehicle, 100% cell-free pure enzyme wells; activation, % at 5.96 µM; 0.073% of 340,000 active;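 active = activation above the mean of all tested compounds plus 3 SD, set per screening campaign, cut at about 17% in these data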
# NS3 helicase inh: blocks Hepatitis C virus NS3 helicase unwinding; NS3 helicase DNA unwinding, Cy5 molecular beacon fluorescence; inhibition, % at 10.9 µM; 0.56% of 290,000 active; AID 1800;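 active = inhibition above the mean of all tested compounds plus 3 SD, set per campaign, cut at about 35% in these data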;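 also: 0% = DMSO wells and 100% = thioflavine S control wells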
#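 Test system: hepatitis C virus NS3 helicase domain fragment enzyme. Also added: annealed dual-labelled DNA beacon duplex, ATP-started. Timing: 60 min unwinding reaction at 25 °C after ATP addition. Technique: Cy5 fluorescence. Measure: % inhibition of unwinding.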
# UBC9 SUMO inh: blocks human SUMOylation mediated by UBC9; P63279; HTRF SUMOylation assay, SAE1/SAE2 + UBC9, in vitro; inhibition, % at 35 µM; 0.36% of 290,000 active; in the data active = inhibition above about 50%, passing the limit was not always enough; also: strong numbers were not always called active
# Target sequence (P63279 whole entry, looked up): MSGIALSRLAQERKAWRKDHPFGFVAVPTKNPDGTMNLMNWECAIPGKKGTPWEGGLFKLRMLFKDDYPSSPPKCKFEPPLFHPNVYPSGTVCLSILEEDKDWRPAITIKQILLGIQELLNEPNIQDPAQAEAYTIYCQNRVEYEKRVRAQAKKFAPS
# MEKK3 PB1 HTS: raises or lowers MEK5 binding to the human MEKK3 PB1 domain | AID 1529 | 1.4% of 290,000 active | Q99759 | binding response (% of control), % at 10 µM | bead-based flow cytometry, Alexa488-MEK5 binding to MEKK3; actives lie on both sides; 0 = blocked by unlabeled MEK5, 100 = vehicle;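 active = binding response more than 3 SD above or below the average of its plate-row segment, actives on both sides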;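 also: Alexa488 bead fluorescence after subtracting the streptavidin-only scavenger bead signal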
# Target sequence (Q99759 whole entry, looked up, the tested form may be a part): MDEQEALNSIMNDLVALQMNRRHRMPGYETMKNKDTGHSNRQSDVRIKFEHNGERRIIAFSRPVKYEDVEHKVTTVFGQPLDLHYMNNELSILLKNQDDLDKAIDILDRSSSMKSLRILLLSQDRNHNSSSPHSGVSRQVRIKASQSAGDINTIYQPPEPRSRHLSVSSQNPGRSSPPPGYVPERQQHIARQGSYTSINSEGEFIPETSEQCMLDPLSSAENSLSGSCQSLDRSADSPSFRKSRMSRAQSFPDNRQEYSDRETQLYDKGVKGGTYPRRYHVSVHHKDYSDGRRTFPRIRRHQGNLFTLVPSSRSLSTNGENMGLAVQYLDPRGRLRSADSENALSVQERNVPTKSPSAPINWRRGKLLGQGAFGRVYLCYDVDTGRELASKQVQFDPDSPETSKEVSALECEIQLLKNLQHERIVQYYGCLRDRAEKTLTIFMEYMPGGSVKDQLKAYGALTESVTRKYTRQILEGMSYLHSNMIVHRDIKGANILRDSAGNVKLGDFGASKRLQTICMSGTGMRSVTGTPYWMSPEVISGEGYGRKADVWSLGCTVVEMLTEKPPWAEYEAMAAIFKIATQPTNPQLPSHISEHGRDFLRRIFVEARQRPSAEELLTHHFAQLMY
# PHOSPHO1 block: blocks human PHOSPHO1 phosphatase activity. AID 1565. recombinant PHOSPHO1, absorbance phosphatase assay. inhibition, % at 13.3 µM. 1.1% of 290,000 active. Q8TCT1; in the data active = inhibition above about 60%
# Target sequence (Q8TCT1 whole entry, looked up): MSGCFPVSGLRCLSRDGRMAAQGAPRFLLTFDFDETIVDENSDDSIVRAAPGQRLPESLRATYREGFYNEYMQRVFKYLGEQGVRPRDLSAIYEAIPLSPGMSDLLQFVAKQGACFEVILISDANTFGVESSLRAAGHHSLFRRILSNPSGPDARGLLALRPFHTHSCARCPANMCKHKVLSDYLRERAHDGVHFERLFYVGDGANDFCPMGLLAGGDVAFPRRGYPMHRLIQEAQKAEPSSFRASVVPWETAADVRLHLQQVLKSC
# FID counter: fluorescent intercalator displacement, NS3 helicase counter-screen; 0.17% of 290,000 active; DNA fluorescent intercalator displacement, fluorescence; inhibition, % at 7.9 µM; in the data active = inhibition above about 37%;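 also: 0% = vehicle and 100% = reference compound; higher means more ethidium bromide displaced from hairpin DNA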
# IMP-1 inh: inhibitors of Pseudomonas aeruginosa IMP-1 metallo-beta-lactamase. purified IMP-1, nitrocefin hydrolysis, epi-absorbance fluorescence. 0.45% of 290,000 active. inhibition, % at 5.6 µM;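 active = inhibition above the mean plus 3 SD of all compounds in the same screening run, cut at about 4.5% in these data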;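 also: 0% = IMP-1 with DMSO and 100% = DMSO wells lacking enzyme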
#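 Assay system: purified IMP-1; Quantity: IMP-1 0.2 nM before substrate addition; Medium: HEPES buffer pH 7.1 with ZnSO4 and Brij 35; Incubation: 15 min enzyme–compound preincubation, then 25 min nitrocefin reaction, 25 °C; Signal: fluorescence quenching readout, ex 480/em 530 nm; Controls: DMSO with and without IMP-1; Repeats: singlicate testing.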
# VIM-2 inhibitor: blocks Pseudomonas aeruginosa VIM-2 metallo-beta-lactamase; AID 1527; inhibition, % at 5.6 µM; 0.89% of 290,000 active; purified VIM-2, nitrocefin hydrolysis, epi-absorbance fluorescence;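 active = inhibition above the mean of all tested compounds plus 3 SD, cutoff set per screening run, cut at about 7.5% in these data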;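 also: red hydrolysis product quenches plate fluorescence so inhibitors raise well fluorescence; 0% = enzyme with DMSO and 100% = DMSO without enzyme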
# pCIP destab: p/CIP protein destabilization; Q05BA5; F442A p/CIP-EGFP cells, EGFP fluorescence, 16 h; decrease of EGFP signal, % at 10 µM; 0.01% of 290,000 active;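 active = EGFP signal decrease of at least 30% at 10 µM or well 3 SD below plate mean, unless failing retest; inactive = the rest, including hits failing retest or dose response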; also: some compounds called inactive have numbers as strong as hits; many of its hits are not listed in these tables
# Starred values were filed as active, the others as inactive; / = no result given. This is a subset; rates above refer to the full screens.
SMILES,IDE cell activ,NS3 helicase inh,UBC9 SUMO inh,MEKK3 PB1 HTS,PHOSPHO1 block,FID counter,IMP-1 inh,VIM-2 inhibitor,pCIP destab
CC(Cc1n[nH]c(=S)o1)c1ccccc1 (configuration not stated),-1,-1,15,101,-95,-3,-2.3,-3.7,-2
Cc1ccc(-c2ccc(/C=N/c3ncn[nH]3)o2)cc1Cl,4,-7,7,99,24,5,-2.5,-1.9,20
Cc1ccc(C(C)C)c(OCCNCc2ccccc2)c1,-2,-57,10,109,8,28,0.5,0.3,3
Cc1ccc(N)c(C(O)(C(F)(F)F)C(F)(F)F)c1,8,-1,-8,110,-1,-1,-4.2,-1.6,4
O=C(c1ccccc1N1CCOCC1)N1CCCC(Nc2ccc(F)cc2)C1 (configuration not stated),2,4,0,101,46,-28,-2.0,-2.6,-8
CCOC(=O)c1nnn2c3ccccc3c(=O)n(C)c12,/,-4,10,97,12,-3,-3.1,2.5,-11
Cc1nc2ccccc2c2c1C(=O)N(C)C2=O,-3,2,22,84,-6,6,3.7,3.5,-21
CC(C)CC(c1nnnn1CCc1ccccc1)N1CCN(C(=O)c2ccco2)CC1 (configuration not stated),-3,-2,19,100,-6,-31,-1.3,-2.1,-3
COc1ccccc1N1CCN(C(=O)C2c3ccccc3Oc3ccccc32)CC1,-7,-15,3,105,-2,-41,0.9,3.4,-9
Cn1c(S(=O)(=O)c2ccc([N+](=O)[O-])cc2)nc(Br)c1Br,3,-1,-16,101,8,4,-4.8,-1.0,-13
CCOC(=O)N1C(=O)[C@@](CC)(c2ccccc2)N1C(=O)OCC,0,7,3,103,10,-12,-1.9,-1.2,0
CC(C)N(C(=O)COC(=O)c1cccc(N(C)C)c1)c1ccccc1,5,13,14,104,8,-39,-1.4,-1.7,-21
COC(=O)Cn1cnc2c(cnn2-c2ccc(OC)cc2)c1=O,0,6,-4,100,3,-3,1.0,-1.2,4
COC(c1ccccc1)c1nnc(CCC(=O)N(C)CCc2ccccc2)o1 (configuration not stated),-5,-2,18,90,29,-21,-2.5,-6.5,-14
Cc1ccccc1NC(=O)c1sc2nc(N3CCOCC3)c3c(c2c1N)CCCC3,-22,-8,16,93,13,-43,-1.8,1.1,-11
CC[C@@]1(c2ccccc2)C(=O)N(C(=O)OC)N1C(=O)OC,1,5,-1,101,20,0,-2.7,-1.1,-9
COc1cccc(/C=N/Nc2nc(Nc3ccc([N+](=O)[O-])cc3)nc(N3CCCC3)n2)c1O,/,-64,-10,106,-3,-3,-0.2,-4.7,-4
CCOC(=O)C1=C(CN2CCOCC2)NC(=O)NC1c1cc(C)ccc1C (configuration not stated),7,-2,-4,96,-4,-23,-2.0,-3.9,-6
CN(Cc1ccccc1)c1nc2nonc2nc1N1CCCC(CN2CCCC2=O)C1 (configuration not stated),3,14,8,71,20,-30,-1.3,0.4,3
Cc1nc2ccccc2n1CSc1ccccc1,0,-3,11,106,-9,-9,-2.5,-0.6,-21
N=c1sccn1CC(=O)Nc1ccccc1Cc1ccccc1,4,-5,15,94,-14,9,-2.1,-3.5,-4
Cc1ccc(S(=O)(=O)N(Cc2cc3cc4c(cc3[nH]c2=O)OCCO4)CC2CCCO2)cc1 (configuration not stated),1,-7,16,100,4,-4,-0.5,-3.5,-6
CCOc1ccccc1NC(=O)CCNC(=O)c1ccc(Cl)cc1,0,14,18,86,-5,-17,-0.5,-0.9,6
COc1cccc(-c2ccc3c(N)c(C(=O)NC4CC4)sc3n2)c1,-4,25,24,123,20,-21,-2.8,-2.9,-3
N#C/C(=C\c1cccnc1)c1nc2c(s1)CCCC2,4,-12,10,96,32,-1,-1.5,-3.0,-13
# Next part
SMILES,IDE cell activ,NS3 helicase inh,UBC9 SUMO inh,MEKK3 PB1 HTS,PHOSPHO1 block,FID counter,IMP-1 inh,VIM-2 inhibitor,pCIP destab
Cc1ccc(N(C)S(=O)(=O)c2c[nH]c3ccc([N+](=O)[O-])cc23)cc1,0,-12,-4,101,26,22,0.6,-0.9,2
O=C1N(Cc2ccc(F)cc2)CCN1c1ccc(F)cc1,0,2,-2,100,50,-10,-3.0,-1.6,7
COC(=O)CN1C(=S)N(c2ccc(Cl)cc2)C(=O)C1CC(=O)Nc1ccccc1 (configuration not stated),-3,-20,3,106,6,-9,-3.8,-4.1,7
Cc1cc(C)cc(NC(=O)Cn2c(-c3ccccc3Cl)nc3ccccc32)c1,1,13,-23,99,2,-3,-1.3,-1.4,-2
Cc1ccc(CSC2=CS(=O)(=O)c3ccccc3N2)cc1,-1,-4,22,99,24,-6,-3.5,-0.8,5
O=C(NCCCN1CCOCC1)C(C(=O)NCCCN1CCOCC1)c1ncc(C(F)(F)F)cc1Cl,-1,-10,14,86,51,7,-1.1,3.3,-15
CCOc1cc2c(cc1OCC)C(C(=O)O)C(c1cc(Br)c(O)c(OC)c1)N(C)C2=O (configuration not stated),-6,3,-11,93,37,-36,-2.5,0.8,-4
Cn1nc(N)c2c(-c3ccc(Cl)cc3)c(C#N)c(N)nc21,-7,-10,7,110,-7,-4,-3.8,-3.0,-3
c1ccc(Nc2cccc3c(Nc4ccccc4)cccc23)cc1,14,-2,13,81,38,4,-0.7,-0.7,-2
N#Cc1cccc(NC(=O)COC(=O)CCc2nc3ccccc3c(=O)[nH]2)c1,5,1,6,108,16,-3,-3.2,0.7,2
O=C(c1ccc(Cl)cc1)c1c[nH]c(C(=O)C(Cl)(Cl)Cl)c1,-5,-14,4,102,-13,2,-2.6,-0.8,-4
COc1ccc(CCNC(=O)Nc2ccc(F)cc2F)cc1OC,3,3,10,99,7,-14,-3.0,-0.6,-11
CC(C)(C#N)NC(=O)C(=O)c1c(-c2ccccc2)cc2ccccn12,2,4,25,119,32,-5,-1.1,-3.1,-12
CC1Cc2ccccc2N1CC(=O)Nc1ccc2c(c1)OCO2 (configuration not stated),-4,-3,2,103,8,-6,-5.6,-4.2,5
CCOC(=O)CCCNC(=O)CCCNC(=O)C(c1ccccc1)c1ccccc1,7,8,6,98,4,-25,-3.3,-3.0,10
Cc1ccc(-n2c([O-])nc(-[n+]3ccccc3)c2C=O)cc1,0,-7,2,81,18,1,-2.9,-1.6,-7
N#C/C(=C\c1ccc(OCc2ccccc2)cc1)C(N)=O,-8,-1,-3,131*,2,-3,-2.9,-1.6,12
CCC1CCCN1Cn1cnc2c([nH]c3ccc(Cl)cc32)c1=O (configuration not stated),-3,-3,11,94,2,3,-0.2,3.5,-4
C=CCC1CCCC(=O)N2CC[C@H](O)C12 (some centres not stated),1,2,15,83,-18,-3,-4.7,-2.7,0
CCOC(=O)c1nc(-c2ccc(OC)c(OC)c2)cnc1C#N,-2,-3,-2,93,-6,0,-1.7,-1.3,-6
CCN(CCn1cccn1)C(=O)c1cc(COc2c(F)cccc2F)on1,4,2,16,101,32,-7,-2.6,-3.0,-20
CCC(C)NC(=O)Cn1cnc2sc(C)c(S(=O)(=O)N3CCN(c4ccccc4OC)CC3)c2c1=O (configuration not stated),5,3,4,102,39,-11,-2.9,-3.6,-9
COc1cc(CN2CCN(Cc3ccc(C)cc3)C(CCO)C2)cc(OC)c1O (configuration not stated),4,-6,8,104,-16,-6,-2.8,-1.4,-3
Cc1cc(Cl)ccc1OC(C)C(=O)Nc1ccc(C(=O)Nc2ccccc2C(=O)O)cc1 (configuration not stated),2,-10,19,101,8,6,0.6,1.0,8
CCOc1[nH]n(-c2ccccc2)c(=O)c1C=NCc1cccnc1,6,5,1,101,24,-8,-2.1,-2.1,7

# Reformatted: entries from further up.
# Every second line gives: IDE cell activ, NS3 helicase inh, UBC9 SUMO inh, MEKK3 PB1 HTS, PHOSPHO1 block, FID counter, IMP-1 inh, VIM-2 inhibitor, pCIP destab
- Cc1ccc(N(C)S(=O)(=O)c2c[nH]c3ccc([N+](=O)[O-])cc23)cc1
  0, -12, -4, 101, 26, 22, 0.6, -0.9, 2
- O=C1N(Cc2ccc(F)cc2)CCN1c1ccc(F)cc1
  0, 2, -2, 100, 50, -10, -3.0, -1.6, 7
- COC(=O)CN1C(=S)N(c2ccc(Cl)cc2)C(=O)C1CC(=O)Nc1ccccc1 (configuration not stated)
  -3, -20, 3, 106, 6, -9, -3.8, -4.1, 7
- Cc1cc(C)cc(NC(=O)Cn2c(-c3ccccc3Cl)nc3ccccc32)c1
  1, 13, -23, 99, 2, -3, -1.3, -1.4, -2
- Cc1ccc(CSC2=CS(=O)(=O)c3ccccc3N2)cc1
  -1, -4, 22, 99, 24, -6, -3.5, -0.8, 5
- O=C(NCCCN1CCOCC1)C(C(=O)NCCCN1CCOCC1)c1ncc(C(F)(F)F)cc1Cl
  -1, -10, 14, 86, 51, 7, -1.1, 3.3, -15
- CCOc1cc2c(cc1OCC)C(C(=O)O)C(c1cc(Br)c(O)c(OC)c1)N(C)C2=O (configuration not stated)
  -6, 3, -11, 93, 37, -36, -2.5, 0.8, -4
- Cn1nc(N)c2c(-c3ccc(Cl)cc3)c(C#N)c(N)nc21
  -7, -10, 7, 110, -7, -4, -3.8, -3.0, -3
- c1ccc(Nc2cccc3c(Nc4ccccc4)cccc23)cc1
  14, -2, 13, 81, 38, 4, -0.7, -0.7, -2
- N#Cc1cccc(NC(=O)COC(=O)CCc2nc3ccccc3c(=O)[nH]2)c1
  5, 1, 6, 108, 16, -3, -3.2, 0.7, 2

# The list goes on:
SMILES,IDE cell activ,NS3 helicase inh,UBC9 SUMO inh,MEKK3 PB1 HTS,PHOSPHO1 block,FID counter,IMP-1 inh,VIM-2 inhibitor,pCIP destab
CSc1nc2ccsc2c(=O)n1-c1ccccc1,0,-5,-5,102,28,-4,0.8,-1.2,9
OCCNCCOc1ccc(Cl)c(Cl)c1,-1,0,4,99,-11,2,-4.1,-3.1,-24
CCN(CC)c1ccc(/C=N/NC(=O)c2c(Cl)cnn2C)c(O)c1,-2,5,-14,104,2,-7,-4.7,-2.9,0
C=CCc1cc2c(oc(=O)c3ccccc32)c(C)c1O,-3,-3,6,101,31,-7,-2.2,0.8,-16
Cc1ccsc1/C=N/NC(=O)c1c[nH]c2ccccc12,3,-2,-18,109,22,-2,-3.2,-3.4,-2
CCCNC(=O)CN(C)S(=O)(=O)c1c(C)cc(C)cc1C,1,-4,-2,101,-13,-11,0.0,-0.8,-16
Cc1ccc(NC(=O)NCCN2CCCCC2)cc1,3,4,-12,107,/,-3,-3.2,-0.9,7
CCCNC(=O)CN(C)CC(=O)Nc1ccccc1C#N,-1,3,4,103,-24,-4,-5.0,-3.7,8
CC(C)(C)c1cc[n+](-c2[nH]c(=O)sc2/C=N/NC([S-])=Nc2ccccc2)cc1,-4,5,4,91,-28,-8,3.0,2.3,-38
Cc1cccc(C(=O)NCC(=O)OCC(=O)N2CC3(C)CC2CC(C)(C)C3)c1 (configuration not stated),5,1,-2,103,-6,-36,-3.1,-3.2,0

# An excerpt of these results, as tab-separated lines.
Compound	IDE cell activ	NS3 helicase inh	UBC9 SUMO inh	MEKK3 PB1 HTS	PHOSPHO1 block	FID counter	IMP-1 inh	VIM-2 inhibitor	pCIP destab
Cc1ccc(NC(=O)NCCN2CCCCC2)cc1	3	4	-12	107	/	-3	-3.2	-0.9	7
CCCNC(=O)CN(C)CC(=O)Nc1ccccc1C#N	-1	3	4	103	-24	-4	-5.0	-3.7	8
